# TRHR enhancer = qHTS for Small Molecule Agonists and Allosteric Enhancers of Human TRH Receptor: Primary Screen for Enhancers; TRHR cells, fluo-8 calcium fluorescence, EC20 TRH enhancement; enhancement, % at 2 µM; 0.66% of 360,000 active; AID 493056, 2011; in the data active means enhancement above about 30%; further: 0% is about no effect
# Target sequence (P34981 whole entry, looked up): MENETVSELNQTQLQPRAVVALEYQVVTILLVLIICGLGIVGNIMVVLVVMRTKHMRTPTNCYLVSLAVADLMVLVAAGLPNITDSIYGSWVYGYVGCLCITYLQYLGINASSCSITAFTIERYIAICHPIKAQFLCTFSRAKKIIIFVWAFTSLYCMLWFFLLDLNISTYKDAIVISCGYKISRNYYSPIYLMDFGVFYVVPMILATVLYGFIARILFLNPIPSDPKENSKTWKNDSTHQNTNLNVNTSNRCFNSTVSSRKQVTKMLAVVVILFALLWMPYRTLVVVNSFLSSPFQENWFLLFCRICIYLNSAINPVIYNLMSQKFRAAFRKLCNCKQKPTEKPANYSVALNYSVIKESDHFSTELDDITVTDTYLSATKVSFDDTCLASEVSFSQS
#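 Enhancer read-out: after compound pinning and an initial kinetic agonist-mode read, an EC20 of TRH (10 nM final) was injected and fluo-8 calcium signal (Ex 480/Em 530) followed at 1 s/cycle for 100 cycles in TRHR-expressing cells.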
# USP1 inh = Inhibitors of USP1/UAF1: Primary Screen; Potency, µM (titrated, usually from 57.1 µM), for the others: at the top dose activity change, negative = inhibition, actives largely listed as inhibitors; 0.23% of 390,000 active; Ubiquitin carboxyl-terminal hydrolase 1 (Homo sapiens), O94782; AID 743255, 2014; recombinant USP1/UAF1, Ub-Rhodamine cleavage fluorescence; further: potency means the concentration at half of the fitted maximal effect; on the % scale 0 is the no-effect control and ±100 the full control effect; nearly all actives have a fitted effect of over 60% in size; inactives centre near -12
#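 In this screen, compounds sit with the deubiquitinase complex (1nM) for 15 min at room temperature before Ub-Rho is added at 150nM final. Fluorescence rise is then followed for 6 reads every 60 seconds.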
# PI4K2A block = qHTS for small molecular inhibitors of PI4K2A. Phosphatidylinositol 4-kinase type 2-alpha (Homo sapiens), Q9BTU6. AID 1346378, 2018. purified PI4K2A, ADP-Glo luminescence, 1 h; active compounds read low. 0.13% of 420,000 active. activity change, negative = inhibition, % at 76.9 µM; in the data active means activity change below about -50%; inconclusive means mostly about -30% to -49%;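 further: -100% = wells without enzyme as full effect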
#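 In this quantitative HTS, ADP production by PI4K2A was quantified luminescently after 1 h at ambient temperature; 100 microM adenosine served as plate-quality control.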
# D2 agonist = HTS Assay for Allosteric Agonists of the Human D2 Dopamine Receptor: Primary Screen for Agonists; D(2) dopamine receptor (Homo sapiens), P14416; HEK293 T-REx D2 cells, calcium flux agonist mode; activation, % at 2 µM; 0.53% of 340,000 active; AID 485358, 2010;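 active means activation over 3 SD above normal in the single-dose calcium agonist read, cut at about 30% in these data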; further: 0% is about no effect
#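 HEK293 Trex D2 cells, tetracycline-induced, o/n 30 C 5% CO2; no-wash Ca dye, RT 30–90 min; 10-cycle baseline, 23 nl cpd added, kinetic Ca read 180 s; agonist hits = positive Ca response.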
# TRHR ag = qHTS for Small Molecule Agonists and Allosteric Enhancers of Human TRH Receptor: Primary Screen for Agonists; Thyrotropin-releasing hormone receptor (Homo sapiens), P34981; TRHR cells, calcium flux fluo-8, FDSS agonist mode; activation, % at 2 µM; 0.18% of 360,000 active; in the data active means activation above about 30%; further: 0% is about no effect
#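 Read-out: compound-evoked intracellular calcium rise in TRHR cells, fluo-8 dye, kinetic FDSS fluorescence at 1 s/cycle following a 10-cycle baseline. Cells cultured overnight before dye loading (30 min–1.5 h, RT).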
# TrxR1 substrate = qHTS Assay for Substrates of Mammalian Selenoprotein Thioredoxin Reductase 1 (TrxR1): qHTS; Thioredoxin reductase 1, cytoplasmic (Rattus norvegicus), O89049; purified TrxR1 substrate turnover, NADPH consumption readout; Potency, µM (top dose mostly 114 µM), for the others: top-dose activity change, negative = substrate turnover; 0.01% of 390,000 active; AID 588456, 2011; further: potency means the concentration at half of the fitted maximal effect; on the % scale 0 is the no-effect control and ±100 the full control effect; nearly all actives have a fitted effect of over 50% in size
#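 Rat TrxR1, dispensed at 90 nM, was prereduced with 400 uM NADPH (final) for 5 min at ~22 deg C, then incubated with compound 15 min before 400 uM selenite. A first-read NADPH fluorescence drop versus no-compound background flagged substrates.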
# D2 antagonist = HTS Assay for Allosteric Antagonists of the Human D2 Dopamine Receptor: Primary Screen for Antagonists; D(2) dopamine receptor (Homo sapiens), P14416; HEK293 TREx D2 cells, calcium flux, dopamine EC80; inhibition, % at 10 µM; 2% of 340,000 active; AID 485344, 2010; in the data active means inhibition above about 30%; further: 0% is about no effect
#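 Dopamine at EC80 is the agonist stimulus; test compounds precede it by 180 s. Calcium flux read kinetically in a force-coupled, inducible HEK293 T-REx D2 cell line.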
# rTrxR1 inhibitor = qHTS Assay for Inhibitors of Mammalian Selenoprotein Thioredoxin Reductase 1 (TrxR1): qHTS; Thioredoxin reductase 1, cytoplasmic (Rattus norvegicus), O89049; recombinant rTrxR1, NADPH fluorescence consumption, selenite substrate; Potency, µM (top dose mostly 114 µM), for inactives: at the highest dose activity change, negative = inhibition, hits mostly inhibitors; 1% of 390,000 active; AID 588453, 2011; further: potency means the concentration at half of the fitted maximal effect; on the % scale 0 is the no-effect control and ±100 the full control effect; nearly all actives have a fitted effect of over 65% in size
#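 Rat TrxR1 (90 nM in the dispensed reagent) was pre-reduced with 400 uM NADPH for 5 min at room temperature, then incubated with compound for 15 min. After 400 uM selenite was added, NADPH fluorescence (Ex 340/Em 450 nm) was followed for 8 min.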
# mIDH1 inhibitor = qHTS for Inhibitors of mutant isocitrate dehydrogenase 1 (IDH1): qHTS; Isocitrate dehydrogenase [NADP] cytoplasmic (Homo sapiens), O75874; IDH1-R132H enzyme, NADPH consumption, diaphorase/resazurin fluorescence; Potency, µM (doses to about 76.6 µM), without a hit: at the highest dose activity change, negative = inhibition, most hits filed as inhibitors; 0.093% of 390,000 active; further: potency means the concentration at half of the fitted maximal effect; on the % scale 0 is the no-effect control and ±100 the full control effect; nearly all actives have a fitted effect of over 65% in size
# Target sequence (O75874 whole entry R132H, stated change not applied): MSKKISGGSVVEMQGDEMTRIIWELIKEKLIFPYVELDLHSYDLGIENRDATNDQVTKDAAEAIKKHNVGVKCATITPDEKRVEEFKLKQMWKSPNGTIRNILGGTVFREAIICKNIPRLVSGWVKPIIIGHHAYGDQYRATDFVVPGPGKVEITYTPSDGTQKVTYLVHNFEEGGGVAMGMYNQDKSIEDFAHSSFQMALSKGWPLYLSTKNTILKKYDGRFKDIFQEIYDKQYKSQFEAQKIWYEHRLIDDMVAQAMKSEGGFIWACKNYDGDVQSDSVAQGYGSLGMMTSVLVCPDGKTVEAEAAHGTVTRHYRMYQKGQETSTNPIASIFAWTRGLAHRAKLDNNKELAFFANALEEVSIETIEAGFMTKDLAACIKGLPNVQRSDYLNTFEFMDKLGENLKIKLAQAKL
#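 IDH1-R132H (0.5 ug/mL dispensed) in pH 7.5 Tris buffer was preincubated 30 min with compound, then given a substrate mix of 0.016 mM NADPH and 2 mM alpha-KG for 80 min at room temperature; remaining NADPH was read by diaphorase/resazurin fluorescence.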
# Numbers without * were called inactive; u = inconclusive; x = no result given; [ ] = remark or other dose. Unless noted, the call rests on the fitted dose curve; in most records, active means well fitted inhibition curve with a large enough effect; inconclusive means small, poorly fitted or top-dose-only effect; inactive means no such curve, though single readings can be large or run the other way.
# Below each SMILES: mIDH1 inhibitor	USP1 inh	TrxR1 substrate	TRHR enhancer	TRHR ag	PI4K2A block	D2 agonist	D2 antagonist	rTrxR1 inhibitor
CCS(=O)(=O)Nc1cccc(-c2ccc3nnc(C)n3n2)c1
 : x	x	x	-0.3	0.1	x	-0.1	0.5	x
CC(=O)Oc1c(C)c(C)c2c(c1C)CCC(C)(CCCC(C)CCCC(C)CCCC(C)C)O2 (stereo unspecified)
 : 25.6%	19.5%	-6.8%	10.5	-0.9	4.0	0.1	-0.8	-3.8%
NC(=O)c1ccc(NC(=S)NCc2ccco2)cc1
 : 3.5%	-13.8%	-2.2%[57.1 µM]	-6.4	0.6	3.8	0.4	-0.1	u
O=C(COc1ccc(Br)cc1Cl)N1CCN(c2ncccn2)CC1
 : -0.2%	-10.3%	-2.4%	1.2	0.1	6.4	0.0	8.2	17.3%
COC(=O)c1ccccc1NC(=O)NC1CCCCC1
 : 9.9%	3.1%	8.4%	1.1	-0.1	1.7	-2.0	-5.7	6.0%
COc1ccc(OC)c2sc(N3CCN(C(=O)c4ccc5ncsc5c4)CC3)nc12
 : -6.7%	-14.2%	-2.7%[57.1 µM]	11.3	-0.1	1.7	-0.2	2.1	0.5%[57.1 µM]
CCOC(=O)c1cc(C#N)c(N2CCN(c3ccc(OC)cc3)CC2)[nH]c1=O
 : 0.1%	-1.9%	-8.5%	-9.4	-0.6	0.5	0.3	14.8	-0.1%
CCC(C)NC(=O)C(Sc1ccccc1)c1ccccc1 (stereo unspecified)
 : 12.2%	-16.0%	-19.6%[57.1 µM]	0.5	-2.6	-0.7	x	x	18.2%[57.1 µM]
CC(C)(C)NC(=O)c1c(F)c(F)c(F)c(F)c1F
 : 6.0%	-18.4%	-4.7%[11.4 µM]	-3.5	0.1	-2.2	-0.3	8.8	8.3%
C=CCNc1nc(NCCO)nc(N2CCCC2)n1
 : 0.0%	-10.9%	-2.0%	10.5	0.6	3.8	-1.4	-12.9	-5.5%
COc1ccc(C(CNC(=O)c2ccco2)N2CCOCC2)cc1 (stereo unspecified)
 : -3.8%	-17.6%	6.6%	-8.4	0.0	1.8	-0.5	16.6	30.1%
Cc1nn(CCC#N)c(NC(=O)c2ccc(Cl)cc2Cl)c1P(=O)(Nc1ccc([N+](=O)[O-])cc1)N1CCOCC1 (stereo unspecified)
 : 6.0%	-2.9%	-12.9%	-0.5	0.1	4.4	1.2	-1.6	-10.5%
CC(NC(=O)CCNS(=O)(=O)c1ccc2c(c1)c(=O)n(C)c(=O)n2C)c1ccccc1 (stereo unspecified)
 : 0.5%	8.4%	6.5%	-4.3	0.2	-2.3	-0.5	18.6	9.3%
O=C(NC1CC1)C1=C[C@H](c2coc3ccccc3c2=O)C[C@H](OCc2ccc(CO)cc2)O1
 : 8.8%	u	3.7%	x	x	2.8	x	x	10.4%
CC(=O)c1c(N2CCOCC2)nc2ccc(Br)cc2c1-c1ccccc1
 : -8.8%	u	-4.7%[57.1 µM]	-3.2	0.3	2.9	0.1	0.4	-5.0%[57.1 µM]
O=C(NC(=S)Nc1ccc(CN2CCCCC2)cc1)c1ccco1
 : 2.4%	-12.4%	-3.6%[57.1 µM]	-1.3	0.7	4.7	1.2	-8.5	-8.4%[57.1 µM]
O=C1CC(CC(=O)N/N=C/c2ccccc2[N+](=O)[O-])=NN1
 : 8.4%	-19.9%	-5.8%	-2.0	1.8	5.1	0.0	9.2	-9.0%
Cc1ccc(Cl)cc1N1CCN(C(=O)C2CCN(S(=O)(=O)c3c(C)noc3/C=C/c3ccccc3F)CC2)CC1
 : -11.2%	0.5%	5.0%[57.1 µM]	5.9	0.8	-5.4	1.1	x	12.0%[57.1 µM]
COc1ccc([C@H]2CC(=O)C=C(/C=C/Cc3ccccc3)C2)cc1
 : -16.1%	-14.7%	-4.5%	-14.0	0.6	17.2	0.4	14.0	-20.5%[57.1 µM]
Cc1cc(C)cc(NC(=O)C(NCC2CCCO2)c2ccccc2)c1 (stereo unspecified)
 : 1.1%	-23.3%	-6.2%	4.3	-0.3	-4.1	x	x	3.4%

# One compound at a time (already shown). Screens in order: mIDH1 inhibitor, USP1 inh, TrxR1 substrate, TRHR enhancer, TRHR ag, PI4K2A block, D2 agonist, D2 antagonist, rTrxR1 inhibitor
# Entry for C=CCNc1nc(NCCO)nc(N2CCCC2)n1 → 0.0%, -10.9%, -2.0%, 10.5, 0.6, 3.8, -1.4, -12.9, -5.5%
# Entry for Cc1cc(C)cc(NC(=O)C(NCC2CCCO2)c2ccccc2)c1 (stereo unspecified) → 1.1%, -23.3%, -6.2%, 4.3, -0.3, -4.1, x, x, 3.4%

# The list goes on.
# Below each SMILES: mIDH1 inhibitor	USP1 inh	TrxR1 substrate	TRHR enhancer	TRHR ag	PI4K2A block	D2 agonist	D2 antagonist	rTrxR1 inhibitor
O=C(NN=Cc1ccccc1O)C(O)c1ccccc1 (stereo unspecified)
 : -2.7%	-10.8%	12.7%	x	x	-2.2	x	x	2.8%
O=C(c1cc(-c2ccccc2)nc2ccccc12)N1CCN(C2CCS(=O)(=O)C2)CC1 (stereo unspecified)
 : -9.2%	0.4%	-6.4%	4.6	-0.1	-2.2	x	x	-11.4%
c1ccc2c(c1)nnn2-c1ncnc2sc3c(c12)CCCC3
 : 7.0%	-14.7%	28.7%	4.7	-0.1	5.9	0.7	30.8*	35.9%
Cc1cccc(CSc2nc(=O)c3c(n2C)NC(=O)CC3c2cc(F)cc(F)c2)c1 (stereo unspecified)
 : 0.0%	u	-10.6%	-2.4	-0.3	-1.9	x	x	-15.6%
CN(C)CCN(C(=O)c1ccc2c(c1)OCCO2)c1nc2ccc(Cl)cc2s1
 : 2.3%	-14.8%	1.6%	-1.5	0.3	-6.0	0.6	15.3	10.3%
CC(C)(C)Nc1nc(OCC(F)(F)F)nc(OCC(F)(F)F)n1
 : 3.5%	-18.5%	-6.5%	-5.6	-0.3	6.8	-0.5	-6.3	-0.5%[57.1 µM]
CCn1c(N2CCN(C(=S)NCC(C)C)CC2)nc2ccccc21
 : 2.4%	6.8%	6.2%	-6.0	-0.2	0.5	-0.1	-10.4	11.8%[57.1 µM]
OCCNc1nc(Nc2cccc(O)c2)nc2ccccc12
 : 2.3%	-13.9%	13.3%	1.4	-0.1	-2.8	-0.2	-15.8	25.6%
COC(C[C@@H](O)[C@@H](C)[C@@H](O)COCc1ccccc1)OC
 : 0.0%	-28.1%	6.9%	0.2	0.4	-4.9	0.3	4.1	4.8%
Cn1c(NC(=O)c2ccc(F)cc2)c(-c2ccccn2)c(=O)c2ccccc21
 : 0.9%	-14.0%	-7.0%	2.9	-0.5	1.5	0.9	3.7	14.0%
CCc1nc2sc3c(c2c(=O)n1N)CCC3
 : -3.5%	3.1%	-1.7%	14.1	0.0	-4.2	0.2	5.9	3.6%
CCNC(=S)NNC(=O)c1cc(-c2ccc(OCC)cc2)nc2ccccc12
 : 0.5%	-19.0%	11.6%	-4.0	-0.5	-28.8	-0.4	15.7	-13.7%
COc1ccccc1NC(=O)COc1ccc(Br)cc1CNC1CCCC1
 : -0.3%	-20.8%	4.9%[57.1 µM]	-5.5	6.1	-0.3	-1.9	14.1	22.6%[57.1 µM]
O=C(COc1ccc2c3c(c(=O)oc2c1)CCC3)NCC(O)c1ccccc1 (stereo unspecified)
 : -5.0%	-11.6%	14.4%	-2.3	0.4	-2.9	0.2	3.9	29.1%
O=C(Nc1ccccc1)Nc1ccc(F)c([N+](=O)[O-])c1
 : 11.7%	-11.9%	-18.6%	-7.4	2.6	5.5	3.8	5.6	-20.2%
COc1cccc(C(=O)OCc2cc(=O)oc3c(C)c(C)ccc23)c1OC
 : -2.4%	-3.1%	-0.7%[57.1 µM]	3.6	0.1	-5.7	0.1	6.7	16.5%[57.1 µM]
CSCCC(NC(N)=O)C(=O)N(C)CC(=O)Nc1cc(C)ccc1C (stereo unspecified)
 : 3.1%	-6.4%	-4.4%	-3.7	0.5	-3.3	0.6	2.1	-5.3%
Cc1cccc(NC(=O)C2CCCN(S(=O)(=O)c3cccc4nonc34)C2)c1C (stereo unspecified)
 : 11.5%	-6.6%	-8.7%	-1.3	-1.3	-2.7	-0.4	x	-5.5%
COc1cccc(N2CCN(S(=O)(=O)c3c(C)[nH]c(C)c3C(=O)N3CCCCC3)CC2)c1
 : 8.5%	-15.5%	0.0%	0.2	-0.1	2.4	0.5	0.0	10.2%
COC(=O)c1nnn(-c2nonc2N)c1COc1ccc(C=O)cc1OC
 : 8.0%	-17.5%	3.2%	-3.6	0.4	-1.7	x	x	-0.3%
CC(=O)c1cccc(N(CC(=O)Nc2ccc(S(=O)(=O)N3CCCC3)cc2)S(C)(=O)=O)c1
 : 2.3%	-19.9%	-2.2%	-0.7	-0.5	-3.6	0.1	16.6	9.6%
COc1ccc(NC(=O)C/C(C)=N/NC(=O)c2cnccn2)c(OC)c1
 : -6.4%	2.4%	-2.8%	-2.1	-2.3	0.4	x	x	-2.4%
CN(C)c1nnnn1-c1ccc(Cl)cc1
 : 5.6%	u	3.9%[57.1 µM]	-1.2	0.3	-0.7	0.1	-0.2	-3.2%[57.1 µM]

# Assay outcomes (PubChem)
